# Screens from PubChem BioAssay.
# CCR6 antag: blocks CCL20-driven beta-arrestin recruitment at human CCR6; P51684; inhibition, % at 20 µM; CHO-K1 CCR6 PathHunter beta-arrestin, luminescence, CCL20-stimulated; AID 493098; actives 0.49% (n = 340,000);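 active = compounds whose inhibition of the agonist-driven luminescence signal at 20 µM reaches about 50%, limit read from the data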;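 note: cells stimulated with CCL20 at 14 nM final; plate controls were DMSO with CCL20 for no effect and DMSO without agonist for full effect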
# Target sequence (P51684 whole entry, looked up): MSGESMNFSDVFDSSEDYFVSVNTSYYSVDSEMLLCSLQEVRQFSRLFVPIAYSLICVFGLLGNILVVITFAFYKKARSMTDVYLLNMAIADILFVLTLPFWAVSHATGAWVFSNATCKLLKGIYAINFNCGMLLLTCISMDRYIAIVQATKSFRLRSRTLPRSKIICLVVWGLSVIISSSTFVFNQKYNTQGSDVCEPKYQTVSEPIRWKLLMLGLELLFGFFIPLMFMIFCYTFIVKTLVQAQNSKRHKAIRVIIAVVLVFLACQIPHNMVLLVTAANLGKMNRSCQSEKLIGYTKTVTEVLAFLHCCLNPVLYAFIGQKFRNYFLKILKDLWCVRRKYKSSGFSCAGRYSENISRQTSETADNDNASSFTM
# APJ antagonist: antagonists of human APJ apelin receptor; P35414; inhibition, % at 20 µM; actives 0.32% (n = 330,000); CHO-K1 APJ beta-arrestin complementation, luminescence;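 active = inhibition above about 40% at 20 µM, limit read from the data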;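 note: cells challenged with 10 nM apelin-13 agonist together with compound; plate controls were apelin-13 plus DMSO wells for no effect and DMSO wells lacking apelin-13 for full effect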
# 697 NFkB inh: lowers PMA/ionomycin-induced NF-kB signal in 697 B cells | 697 B-cell NF-kB luciferase reporter, 16 h | inhibition, % at 4 µM | actives 0.33% (n = 330,000); in the data active = inhibition above about 35%
# UBC13 polyUb: inhibitors of human UBC13 polyubiquitin chain formation | P61088 | TR-FRET | inhibition, % at 20 µM | actives 0.47% (n = 330,000) | AID 485273; in the data active = inhibition above about 45%, passing the limit was not always enough
# Jurkat NFkB inh: lowers PMA/ionomycin-induced NF-kB signal in Jurkat cells; PMA/ionomycin-induced NF-kB luciferase reporter, luminescence; inhibition, % at 4 µM; actives 0.53% (n = 330,000); AID 435003; in the data active = inhibition above about 50%
# CXCR6 block: blocks human CXCR6 beta-arrestin recruitment; O00574; inhibition, % at 20 µM; CHO-K1 PathHunter CXCR6 beta-arrestin, luminescence; actives 0.36% (n = 360,000); in the data active = inhibition above about 34%, passing the limit was not always enough;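 note: antagonist mode with CXCL16 agonist at 10 nM final; 0% = 10 nM CXCL16 with DMSO and 100% = unstimulated wells without agonist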
# Target sequence (O00574 whole entry, looked up): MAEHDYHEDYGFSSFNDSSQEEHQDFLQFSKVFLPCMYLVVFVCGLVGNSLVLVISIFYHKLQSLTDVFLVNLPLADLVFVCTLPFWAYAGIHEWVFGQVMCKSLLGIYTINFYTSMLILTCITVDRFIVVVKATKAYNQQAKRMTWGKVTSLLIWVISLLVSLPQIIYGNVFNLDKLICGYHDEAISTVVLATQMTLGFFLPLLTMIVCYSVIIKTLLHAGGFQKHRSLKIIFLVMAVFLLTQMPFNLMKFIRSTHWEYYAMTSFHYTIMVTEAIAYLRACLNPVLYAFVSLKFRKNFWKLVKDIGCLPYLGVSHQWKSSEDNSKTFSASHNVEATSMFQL
# EBI2 block: antagonists of human EBI2 receptor. P32249. EBI2 beta-arrestin recruitment, luminescence, 7a,25-OHC stimulated. inhibition, % at 5 µM. actives 0.81% (n = 360,000); in the data active = inhibition above about 38%;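 note: enzyme fragment complementation signal reports receptor beta-arrestin coupling in cells; 0% = agonist plus DMSO wells and 100% = wells without agonist; some results beyond the cut were filed as inactive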
# Target sequence (P32249 whole entry, looked up, the tested form may be a part): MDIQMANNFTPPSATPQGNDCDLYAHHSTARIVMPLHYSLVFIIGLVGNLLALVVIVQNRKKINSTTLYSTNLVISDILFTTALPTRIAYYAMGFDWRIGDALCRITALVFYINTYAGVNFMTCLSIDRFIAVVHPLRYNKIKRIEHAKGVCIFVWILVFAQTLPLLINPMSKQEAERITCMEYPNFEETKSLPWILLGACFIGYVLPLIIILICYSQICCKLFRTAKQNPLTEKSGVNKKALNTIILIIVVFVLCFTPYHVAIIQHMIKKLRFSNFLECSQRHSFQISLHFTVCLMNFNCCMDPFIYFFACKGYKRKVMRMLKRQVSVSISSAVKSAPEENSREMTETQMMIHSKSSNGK
# Gli-Sufu block: Gli-Sufu pathway antagonism | Sufu-KO-LIGHT fibroblasts, Gli luciferase reporter luminescence | inhibition, % at 5 µM | actives 0.74% (n = 340,000);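 active = inhibition above about 55%, limit read from the data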;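 note: 0% = DMSO-treated cells and 100% = wells with medium but no cells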
# Starred values were filed as active, the others as inactive; / = not tested or not shown. No enrichment for hits; 3% or so of the library scored in one or more.
# Fields: CCR6 antag	APJ antagonist	697 NFkB inh	UBC13 polyUb	Jurkat NFkB inh	CXCR6 block	EBI2 block	Gli-Sufu block
> COCc1nnc(NC(=O)C23CC4CC(CC(C4)C2)C3)s1
    9.0	16.9	-1.2	-4.6	4.7	-3.2	-6.7	-8.0
> Cc1cc(C)cc(OCCNS(=O)(=O)c2cccs2)c1
    7.5	-1.7	10.6	8.3	15.6	4.3	5.8	5.2
> O=C(NC1CCCCC1)N1CCN(c2ccc(Cl)cc2)CC1
    -7.3	-12.9	-14.5	-10.5	-16.5	7.0	2.0	11.6
> COc1ccc(-c2nc(-c3cccc(C)c3)[nH]c(=O)c2C#N)cc1
    -6.3	-15.5	-28.5	-0.8	2.2	6.8	7.1	0.4
> COc1ccccc1CNCC(=O)Nc1cc(S(=O)(=O)N2CCOCC2)ccc1Cl
    4.1	-11.2	6.8	-1.2	4.0	-3.8	-0.8	39.1
> CC(=O)c1c(C)[nH]c(C(=O)CSc2nnc(-c3ccccc3)n2Cc2ccc3c(c2)OCO3)c1C
    20.0	-8.6	22.9	1.2	1.2	-1.4	0.1	-11.1
> O=C(CCOc1ccccc1)Nc1nnc(-c2ccc3c(c2)OCCO3)o1
    10.0	11.6	-5.2	8.8	7.1	8.5	-3.4	4.9
> O=C(O)CC12CC3CC(C1)CC(n1ncc(NCC4CCCO4)c(Cl)c1=O)(C3)C2 (stereo not drawn)
    5.3	-2.6	16.4	-2.2	-3.2	-6.2	-4.3	-2.6
> CC(C)CC(=O)NS(=O)(=O)c1ccc(NS(C)(=O)=O)cc1
    -5.6	2.5	6.3	-12.4	5.5	-3.4	2.1	-1.3
> CCOC(=O)c1c(-c2ccc(OC)cc2)csc1/N=C/C1=C(O)CCCC1=O
    0.3	1.1	-6.1	-17.0	-4.2	5.3	0.4	-5.4
> CC(=O)Oc1ccc(C2(C)CC(C)(C)NC(=S)N2C)c(OC(C)=O)c1 (stereo not drawn)
    2.9	-4.6	-28.1	-14.9	6.1	-4.4	-0.1	-10.5
> CCOc1ccc(-n2c(=O)cc(N3CCN(c4ccc(F)cc4)CC3)[nH]c2=O)cc1
    0.6	-17.1	13.6	-7.2	7.9	-1.5	-14.4	-0.4
> CC(=O)N1CCc2c(sc(NC(=O)Cc3ccc(F)cc3)c2C(N)=O)C1
    16.9	5.1	-1.5	-8.5	-17.2	1.2	6.3	-13.8
> O=Cc1c(-[n+]2ccccc2)nc([O-])n1-c1ccccc1
    -1.3	5.0	-18.8	-4.3	-9.1	-5.9	-1.5	4.9
> CCN(CC)CCCN=C1N[C@@H](c2ccccc2)C(C(=O)OC)=C(C)N1CC
    0.7	0.3	-13.0	4.6	-18.9	1.4	-6.4	3.0
> C=CCn1c(-c2csc(-c3ccccc3)n2)n[nH]c1=S
    -19.4	7.4	6.7	-5.3	-6.3	12.5	-8.9	-10.9
> COC(=O)CCC(=O)OC1(C)C(=O)C=C2C=C(C3CC3)N(c3ccccc3)C=C2C1=O (stereo not drawn)
    -6.0	-46.3	4.5	-34.8	4.2	-18.3	-21.8	-10.8
> COCc1cc(N2CCCCC2)nc(-c2ccccc2)n1
    14.2	10.7	16.9	8.8	9.5	-4.2	12.1	-1.7
> Cc1c(NC(=O)c2c([N+](=O)[O-])cnn2C)c(=O)n(-c2ccccc2)n1C
    -6.7	-7.6	13.3	3.1	-5.7	15.6	-8.8	-1.2
> CCOc1ccc2nc(NC(=O)c3c([N+](=O)[O-])cnn3CC)sc2c1
    12.9	28.8	4.0	-3.2	14.3	-2.1	-12.3	-11.8
> COc1ccc(-n2c(Cc3cccn3C)nnc2SCC(=O)N2CCCc3ccccc32)cc1
    4.1	11.0	3.7	-1.3	-3.0	4.1	37.7*	-2.7
> CC(C)(CO)NCC(O)COc1ccc2c(c1)CCC2 (stereo not drawn)
    5.5	13.1	-27.5	1.7	8.2	-1.7	-8.4	3.5
> CCCc1nc2ccccc2c(=O)n1/N=C/c1ccc(O)cc1
    8.5	8.4	-3.7	1.0	3.2	6.0	4.0	0.5
> Cc1cc(O)c(N)c(C)c1Cl
    -14.5	-50.5	4.6	5.4	4.7	-19.0	-3.6	1.5
> Cc1cc(-c2ccc(/C=N/n3cnnc3)o2)ccc1Cl
    -0.9	8.5	-8.8	-8.6	-4.7	-3.4	7.7	0.2
> CCOC(=O)N1CCN(C(=O)CSc2nnc(-c3ccc(Cl)s3)o2)CC1
    /	5.0	23.9	4.7	8.9	/	/	/
> Cc1cc(Br)ccc1NC(=S)Nc1cccc([N+](=O)[O-])c1
    19.1	3.1	17.7	-2.9	0.2	-3.4	0.1	0.5
> CCN(CC)c1ccc(NC(=O)CN2CCN(c3nc(C)cc(C)n3)CC2)cc1
    7.1	-17.1	-15.5	-12.0	-14.2	-1.5	12.4	-4.1
> COc1ccc(NS(=O)(=O)c2ccc3c(c2)CCC(=O)N3)c(OC)c1
    -5.4	-16.8	-8.8	-4.3	0.5	0.5	-9.7	28.3
> CC(Oc1ccccc1)C(=O)N1CCN=C1SCc1ccccc1F (stereo not drawn)
    5.7	14.6	-0.5	-2.5	6.7	7.5	11.4	5.7

# Additional records
# Fields: CCR6 antag	APJ antagonist	697 NFkB inh	UBC13 polyUb	Jurkat NFkB inh	CXCR6 block	EBI2 block	Gli-Sufu block
> CCOC(=O)N1CCN(C(=O)c2ccc(CNS(=O)(=O)c3ccc(OC)cc3)cc2)CC1
    -9.0	-6.0	-9.6	-9.9	4.6	0.7	-6.7	3.7
> Cc1ccccc1-n1nc(C)c2cc(C(=O)NCc3cccnc3)sc21
    -14.5	-15.8	2.2	15.5	8.0	-6.5	4.4	9.0
> CC1(C)Cc2c(sc3[nH]c(=S)[nH]c(=O)c23)CO1
    -13.9	-3.0	6.7	19.4	11.6	1.2	0.5	3.4
> Cc1cc(C)c2sc(NC(=O)c3ccc(N4C(=O)CCC4=O)cc3)nc2c1
    -0.9	-21.6	15.1	25.6	8.5	-2.6	9.6	7.9
> c1ccc(N/N=C(\Cc2nc3ccccc3[nH]2)c2ccccc2)cc1
    12.3	8.8	-44.1	-8.0	-41.8	7.9	21.7	-40.3
> CCCCNC(=S)N1CCN(C)CC1
    6.4	-4.3	10.6	6.6	8.4	-1.0	-2.4	5.7
> Cc1cc(NC(=O)COc2ccccc2C)ccc1NC(=O)c1ccco1
    -5.2	11.8	-3.1	7.2	12.7	-3.2	7.8	-23.0
> Cc1cc(C)cc(C(=O)N2CCC(C(N)=O)CC2)c1
    -2.1	7.9	15.6	6.9	1.6	-3.6	-9.4	2.3
> Cc1cc(F)ccc1NC(=O)C1CCCO1 (stereo not drawn)
    -3.4	-14.5	11.6	16.1	5.2	-7.2	0.6	-1.4
> Cc1ccc(S(=O)(=O)CCC(=O)Nc2cccc([N+](=O)[O-])c2)cc1
    9.4	-3.5	4.6	-6.5	-6.5	6.4	-5.2	-5.6
> O=C(O)c1cccc(-c2ccc(/C=c3/sc4nc5ccccc5n4c3=O)o2)c1
    48.0	5.6	11.6	-31.5	9.2	10.2	5.0	-1.3
> CC(NC(=O)c1ccncc1)C(C)(C)C (stereo not drawn)
    5.3	9.7	20.6	6.6	1.2	-7.5	-0.9	2.5
> O=C(COC(=O)c1cccnc1Cl)NCC1CCCO1 (stereo not drawn)
    10.2	1.1	30.7	-2.4	-1.1	5.3	7.3	2.1
> COc1ccc2[nH]c(C(=O)N3CCN(c4ccccc4F)CC3)c(C)c2c1
    -8.8	10.1	5.4	5.6	-22.5	7.7	27.0	0.7
> COc1cc(/C=C/C(=O)OCC(=O)Nc2cc(C)c(C)cc2[N+](=O)[O-])ccc1O
    9.9	15.7	1.3	-6.0	-1.7	-4.6	-0.6	7.7
> Cc1sc2nc(SCC(N)=O)n(C)c(=O)c2c1C
    -14.3	-0.9	2.1	4.9	-1.3	0.8	-1.7	46.9
> CC(C)c1nc(Cl)c(C#N)c2c1CCC2
    13.8	16.3	2.7	5.8	-4.9	9.7	-7.2	2.3
> C/C(=N/NC(=O)c1nnn(-c2nonc2N)c1-c1ccccc1)c1ccncc1
    7.7	-13.8	18.3	-2.3	21.3	1.8	4.3	-4.5
> Clc1ccc(CSC2=NCCCN2)cc1Cl
    14.5	-0.8	-66.0	-9.3	-7.3	2.6	8.9	10.0
> COC(=O)[C@H](C)[C@H]1C[C@]1(C)[C@H](NC(=O)OCc1ccccc1)c1ccccc1
    13.0	18.6	5.1	18.0	9.7	-6.7	4.2	-19.8
> COc1ccc(C(=O)NCCc2nnc3ccc(SCC(=O)N4CCCC4)nn23)cc1
    -2.7	1.9	8.2	3.9	-8.2	-3.0	14.0	-5.2
> CCOc1cc(C)c(Cl)cc1S(=O)(=O)NCC1CCCO1 (stereo not drawn)
    13.2	11.9	7.6	1.9	0.5	-2.9	-3.7	4.6
> CCCCCOC(=O)Cn1c(SCC(=O)Nc2ccccc2)nc2c1c(=O)[nH]c(=O)n2C
    17.4	3.0	-53.7	-7.7	-9.3	2.5	-2.3	14.1
> N/C(=N\N=C\c1ccc(Br)o1)c1nonc1N
    -2.0	5.9	-82.5	-5.3	-67.7	1.7	-1.5	-48.0
> CC1(C)Nc2ccccc2N(CCC(=O)N2CCOCC2)C1=O
    -1.6	-20.1	-5.2	-11.9	-2.8	-5.1	-1.2	-1.0
> Cc1ccc(CCNC(=O)C2CCCN(c3ncnc4c3nc3n4CCCCC3)C2)cc1 (stereo not drawn)
    13.1	15.3	-8.6	0.0	12.2	12.7	11.3	2.0
> COCCNC(=O)Cn1nc(-c2ccc(C)cc2)c2ccccc2c1=O
    13.3	14.4	12.6	4.4	2.4	3.6	0.9	3.3
> CCOC(=O)C1CCN(C(=O)COC(=O)/C=C/c2ccc([N+](=O)[O-])cc2)CC1
    -14.1	-5.8	-5.0	-18.4	29.9	2.8	-7.8	-4.8
> COCc1cc(C)n(CC(=O)Nc2ccccc2C(=O)OC)c(=O)c1C#N
    8.0	15.3	2.5	4.9	14.1	-8.5	-14.8	2.6
> Cc1nn(C)c(C(=O)N/N=C/c2cccc(Oc3ccccc3)c2)c1Br
    27.4	24.7	-14.7	-7.7	-7.9	-6.8	22.2	-3.9

# Next results follow.
# Fields: CCR6 antag	APJ antagonist	697 NFkB inh	UBC13 polyUb	Jurkat NFkB inh	CXCR6 block	EBI2 block	Gli-Sufu block
> CCN(CC)CCCN1CC(=O)N2[C@@H](Cc3c([nH]c4ccccc34)C2(C)C)C1=O
    -0.9	9.3	8.6	6.3	-5.4	-5.5	-11.0	2.7
> Oc1[nH]c2ccccc2c1OCc1ccncc1
    -14.9	-7.2	12.7	-0.1	-4.3	-8.6	4.7	9.9
> O=C(O)c1ccc2ncc(NC(=O)c3ccc(F)cc3)c(=O)n2c1
    0.2	7.9	1.3	16.9	6.3	3.2	-2.1	5.0
> COC(=O)c1ccc(CNC(=O)c2sccc2-c2ccccc2)cc1
    17.1	7.4	-15.8	-2.3	-9.6	-5.2	5.9	7.8
> Cc1ccc(C(=O)COC(=O)c2ccc(Cl)c(N)c2)s1
    0.0	7.5	-0.3	16.9	3.5	2.8	1.5	-25.1
> C/C(=N\Nc1ccccn1)c1ccc(Br)s1
    0.3	7.1	-5.9	6.4	-26.8	-7.6	14.4	-0.3
> CCOC(=O)c1ccc(N2C(=O)CC(NC3CCN(C(=O)c4cccc(Cl)c4)CC3)C2=O)cc1 (stereo not drawn)
    5.7	15.7	-6.4	-4.0	-8.7	/	/	-16.2
> COc1ccccc1CNC(=O)C1CCC(CNS(=O)(=O)c2cccc3cccnc23)CC1 (stereo not drawn)
    23.4	8.6	-2.6	-6.7	-6.6	-6.3	1.1	3.7
> O=C(NCCOc1ccccc1Cl)C(=O)c1c[nH]c2ccccc12
    -0.9	3.3	1.1	25.7	-8.2	0.1	-0.5	-4.2

# Record cards, from the list above. Order of values: CCR6 antag | APJ antagonist | 697 NFkB inh | UBC13 polyUb | Jurkat NFkB inh | CXCR6 block | EBI2 block | Gli-Sufu block
# `COC(=O)c1ccc(CNC(=O)c2sccc2-c2ccccc2)cc1` in the list: 17.1 | 7.4 | -15.8 | -2.3 | -9.6 | -5.2 | 5.9 | 7.8
# `Cc1ccc(C(=O)COC(=O)c2ccc(Cl)c(N)c2)s1` in the list: 0.0 | 7.5 | -0.3 | 16.9 | 3.5 | 2.8 | 1.5 | -25.1
# `C/C(=N\Nc1ccccn1)c1ccc(Br)s1` in the list: 0.3 | 7.1 | -5.9 | 6.4 | -26.8 | -7.6 | 14.4 | -0.3
